# Assay outcomes from PubChem.
# CaV13 FRET inh: Disruptors of the CACNA1D IQ motif to Ca2+-dependent inactivation inhibitor domain association, primary screening, Förster resonance energy transfer in intact living …; HEK cells, CFP/YFP FRET ICDI-IQ, plate reader, 10 min; percent FRET-ratio fall versus neutral wells; inhibition, % at 12.3 µM; 340,000 compounds, 0.098% hits; AID 743397;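 active = mean replicate inhibition of at least 30% and at least 1% of replicates passing that level; inconclusive = only one of the two criteria is met; inactive = neither criterion is met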;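 note: 0% = median of the neutral control wells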
# TRPM1 prom inh: reduces MITF-dependent TRPM1 promoter luciferase signal. 330,000 compounds, 0.83% hits. inhibition, % at 12.5 µM. SK-MEL-5 TRPM1 promoter luciferase, 24 h;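 active = mean inhibition across replicates of 60% or more, whatever share of single replicates reaches that level; inconclusive = some that reach 60%, reason not given; inactive = mean inhibition across replicates below 60%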; note: values of inactives mirror those of a sister screen read the other way
# Shn3 3UTR inh: inhibitors of Schnurri-3 3'UTR reporter in osteoblasts; Clone20 osteoblast Shn3 3'UTR firefly luciferase, 24 h; AID 588674; inhibition, % at 12.5 µM; 360,000 compounds, 0.52% hits;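 active = mean inhibition of at least 75% with every replicate also reaching 75%; inconclusive = mean inhibition at least 75% but some replicate below; inactive = mean inhibition below 75%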;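 note: 0% = median of neutral control wells and 100% = pilot-screen positive control compound; some compounds past the cut are filed as inactive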
# HIF-2a block: inhibitors of HIF-2a; 786-0 RCC cells HIF-2a reporter, luciferase luminescence, overnight; inhibition, % at 18.8 µM; 360,000 compounds, 0.72% hits; AID 624352;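 active = inhibition of the luminescence signal of 40% or more relative to plate controls, in a single-dose primary screen at 18.75 µM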
# CF NFkB block: blocks PAF-induced NF-kB reporter in cystic fibrosis cells; KKLEB NF-kB-GFP reporter, GFP fluorescence overnight; inhibition, % at 5 µM; 360,000 compounds, 0.86% hits;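 active = at least 50% inhibition at 5 µM, scaled per plate between neutral and stimulator controls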;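 note: PAF is a Pseudomonas aeruginosa culture filtrate used as stimulus; plate controls were PAF-stimulated DMSO wells for no effect and unstimulated DMSO wells for full effect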
# Peg3 prom inh: reduces Peg3 promoter-driven luciferase expression in HeLa; 360,000 compounds, 1.7% hits; HeLa PEG-Prom luciferase reporter, luminescence, overnight; inhibition, % at 20 µM;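 active = inhibition of at least 50% at 20 µM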
# NR2E3 ag-1: agonists of human NR2E3 nuclear receptor | Q9Y5X4 | inhibition of corepressor binding, % at 3.98 µM | 360,000 compounds, 0.35% hits | AID 602229 | CHO-S Gal4-NCOR/VP16-NR2E3 two-hybrid, luciferase;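 active = inhibition above the mean of all tested compounds plus 3 SD, cut at about 70% in these data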;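 note: 0% = DMSO with NR2E3 transfected cells and 100% = cells lacking NR2E3 construct; higher means lower luciferase signal from less NR2E3 corepressor binding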
# Target sequence (Q9Y5X4 whole entry, looked up, the tested form may be a part): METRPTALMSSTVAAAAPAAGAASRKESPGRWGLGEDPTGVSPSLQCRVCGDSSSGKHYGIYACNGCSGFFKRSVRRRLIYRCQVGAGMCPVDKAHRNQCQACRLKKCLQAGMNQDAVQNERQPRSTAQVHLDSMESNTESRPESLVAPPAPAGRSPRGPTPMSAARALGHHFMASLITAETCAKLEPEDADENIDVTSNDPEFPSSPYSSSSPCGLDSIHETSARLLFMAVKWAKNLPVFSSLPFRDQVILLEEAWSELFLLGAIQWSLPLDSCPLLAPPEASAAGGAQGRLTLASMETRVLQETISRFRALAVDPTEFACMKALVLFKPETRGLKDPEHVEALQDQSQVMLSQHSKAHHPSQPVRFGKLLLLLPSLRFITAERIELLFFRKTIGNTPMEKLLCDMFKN
# Vif imaging: blocks HIV Vif function | HEK293T cells, Vif self-association by quenched fluorescence, imaging, 24 h | inhibition, % at 7.49 µM | 340,000 compounds, 0.35% hits; in the data active = inhibition above about 50%, passing the limit was not always enough; inconclusive = no clear call, values can overlap the other calls; inactive = below about 31%; note: some results filed as inactive read as strong as hits
# KKLEB tox: reduces viability of KKLEB cystic fibrosis airway cells. KKLEB CF airway cells viability, ATPlite luminescence, overnight; hits give low values; cells stimulated with P. aeruginosa culture filtrate. activity change (cytotoxicity), % at 5 µM. 360,000 compounds, 0.36% hits;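 active = corrected activity change at or below -50% at 5 µM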
# PDI inh: blocks human protein disulfide isomerase activity; 350,000 compounds, 0.052% hits; inhibition, % at 10 µM; P07237; PDI insulin aggregation turbidity, A650, 90 min;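 active = mean inhibition across replicates of 30% or more, whatever share of single replicates reach that level; inconclusive = mean inhibition below 30% while every single replicate reaches 30%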;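 note: absorbance from insulin aggregation driven by PDI reduction with DTT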
# Target sequence (P07237 whole entry, looked up): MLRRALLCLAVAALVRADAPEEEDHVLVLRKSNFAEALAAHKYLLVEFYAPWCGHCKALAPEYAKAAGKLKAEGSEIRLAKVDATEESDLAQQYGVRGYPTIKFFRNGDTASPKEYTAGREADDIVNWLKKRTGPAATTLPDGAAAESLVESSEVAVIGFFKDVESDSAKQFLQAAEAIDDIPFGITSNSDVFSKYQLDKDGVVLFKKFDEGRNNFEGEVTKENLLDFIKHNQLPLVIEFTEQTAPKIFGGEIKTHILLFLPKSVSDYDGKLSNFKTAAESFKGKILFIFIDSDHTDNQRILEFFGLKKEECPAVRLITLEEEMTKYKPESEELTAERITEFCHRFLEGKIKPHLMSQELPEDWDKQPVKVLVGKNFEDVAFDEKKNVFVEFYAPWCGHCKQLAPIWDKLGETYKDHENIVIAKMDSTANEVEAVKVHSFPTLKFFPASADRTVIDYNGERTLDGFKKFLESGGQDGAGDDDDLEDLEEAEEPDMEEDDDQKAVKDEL
# NR2E3 ag-2: agonists of human nuclear receptor NR2E3. GST-NR2E3/biotin-RetCOR TR-FRET, 1536-well. inhibition of corepressor binding, % at 4.78 µM. 320,000 compounds, 0.12% hits. AID 2300;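 active = percent inhibition above the cutoff of mean plus 3 SD of all tested compounds, set per screening campaign, cut at about 20% in these data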;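 note: 0% = DMSO wells and 100% = biotin wells as full block of FRET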
#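 Test system – NR2E3–RetCOR corepressor complex · Quantity – NR2E3 fusion 1.35 nM · Buffer or medium – Tris pH 7.5 · Incubation – Compound–protein incubation for 5 h at 4 °C · Technique – TR-FRET, Eu(K)-anti-GST donor, streptavidin-D2 acceptor, ex 340, em 617/671 nm · Evaluation – percent inhibition of 671/617 nm emission ratio versus biotin and DMSO controls · Plate – 1536-well format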
# An asterisk follows results filed as active; ? = inconclusive; . = not tested or not shown.
SMILES,CaV13 FRET inh,TRPM1 prom inh,Shn3 3UTR inh,HIF-2a block,CF NFkB block,Peg3 prom inh,NR2E3 ag-1,Vif imaging,KKLEB tox,PDI inh,NR2E3 ag-2
CCc1ccccc1N/C(=N\S(=O)(=O)c1ccccc1)C(F)(F)F,-6,5,5,9,-2,-4,10,-2,5,-3,3
CN1CCN(S(=O)(=O)c2ccc(Sc3nc4ccccc4[nH]3)c3nsnc23)CC1,-2,-9,-1,-16,-5,5,-34,-2,8,-2,6
Cc1ccc(NC(=O)CS(=O)CC(=O)Nc2ccc3c(c2)OCO3)cc1Cl (configuration not stated),.,10,5,-26,-2,-15,-18,-6,-9,3,0
Cc1ccc(NC(=O)c2cccs2)cc1NC(=O)c1cccc(F)c1,-5,10,4,-22,7,10,-26,-5,6,19,1
C[C@@H]1CCC[C@@]2(O[C@@H](CCO)C[C@@H](O)[C@@H]2O)O1,-5,2,-5,4,-7,4,0,.,-1,-2,4
COc1ccc(CNC(=O)CCS(=O)(=O)c2ccc3c(c2)CC(C)N3C(=O)C2CC2)cc1 (configuration not stated),-7,5,-9,10,18,30,-18,-2,-11,-5,2
CC(=O)Oc1ccc(C(c2ccc(OC(C)=O)cc2)c2ccccn2)cc1,-5,-10,7,-17,17,-5,-40,-16,-11,-7,2
COc1cc(F)ccc1-c1csc(C(C)(O)c2ccc(F)c(F)c2)n1 (configuration not stated),-12,.,5,10,13,6,14,15,-10,0,.
CCOC(=O)C1C(=O)C=C(c2cccc(NS(C)(=O)=O)c2)CC1c1ccco1 (configuration not stated),-5,-9,-17,-42,0,-15,-19,9,-13,-4,0
CN(C)CCN1C(=O)C2C3C=CC(C3)C2C1=O (configuration not stated),-5,8,-5,13,4,-3,14,12,-11,13,3
C=CCn1c(COc2ccc(CC)cc2)nnc1SCC(=O)N(C)C1CCS(=O)(=O)C1 (configuration not stated),-4,1,-13,-5,-21,9,-27,1,22,-9,-1
Cc1[nH]c2ccccc2c1C(=O)CSc1nc2ncc(Cl)cc2[nH]1,-3,13,36,21,-1,115*,-5,1,4,1,0
COc1ccc(Oc2ncnc3c2oc2ccc(Br)cc23)cc1,-6,-22,-42,-39,8,-37,-9,3,-4,5,1
Cc1nnc2ccc(-c3cccc(NS(=O)(=O)c4cc(F)ccc4F)c3)nn12,-14,-4,-6,7,-16,16,-3,71*,-5,-15,0
COc1ccc(CNC(=O)CNS(=O)(=O)c2ccc(Cl)cc2)cc1,-5,6,-10,10,-6,12,-21,2,1,-3,-1
Cc1c(-c2ccccc2)[nH]n2c(=O)c3c(nc12)CCCC3,-2,-53,-89,-228,-7,-242,-68,-6,9,-3,2
O=C(N/N=C/c1cc(Cl)cc([N+](=O)[O-])c1O)C(O)(c1ccccc1)c1ccccc1,-4,18,-4,19,18,5,-12,-7,-2,-6,4
COC(=O)C1(C)CCC(C(=O)Nc2ccccc2)C1(C)C (configuration not stated),-4,0,7,17,-3,10,-12,-6,6,-2,0
O=S(=O)(c1ccc(F)cc1)N1CCC(N2CCCC2)CC1,.,.,-19,1,-18,2,15,0,8,.,3
Cc1cccc(NC(=O)c2n[nH]c([N+](=O)[O-])c2Br)c1C,-5,-76,-52,-202,8,-210,-133,-4,9,-3,1
NC(=O)c1ccc(NC(=O)CCN2C(=O)c3ccccc3C2=O)cc1,-21,-1,-11,7,-25,2,-17,12,-4,8,-3
CCOc1ccc(CN2CCN(C(=O)c3cccc4ccccc34)CC2)cc1,-20,19,19,23,-2,22,21,-16,4,2,2
COc1cccc(CN2CCN(C(c3ccccc3)c3ccccc3)CC2)c1O,-2,14,23,-17,-1,5,18,5,-1,0,0
CCN1CCN(CCNC(=O)c2ccc(/C=C3/Sc4ccccc4N(Cc4cccc(C)c4)C3=O)cc2)CC1,-5,51,-3,5,40,103*,33,-16,-29,8,6
O=C(NC12CC3CC(CC(C3)C1)C2)c1ccc(Br)o1,-4,-2,35,-23,-8,-7,-24,-3,-6,-7,-1

# Other records follow.
SMILES,CaV13 FRET inh,TRPM1 prom inh,Shn3 3UTR inh,HIF-2a block,CF NFkB block,Peg3 prom inh,NR2E3 ag-1,Vif imaging,KKLEB tox,PDI inh,NR2E3 ag-2
CCOC(=O)c1cnn(CCOC(=O)c2ccc(F)cc2)c1NC(=O)c1ccc(F)cc1,-5,-9,15,10,-9,18,3,1,3,20,-1
Cc1cccc(N2CCN(S(=O)(=O)c3cccc4nonc34)CC2)c1C,-10,-5,-1,29,4,25,-41,1,-3,2,-3
COc1cc(C)c(C(=O)CC(=O)c2c(C)cc(OC)cc2C)c(C)c1,-4,.,84,23,9,50*,-28,-1,-6,3,-2
COC(=O)CNC(=O)C1CCCN1C(=O)CNC(=O)OC(C)(C)C (configuration not stated),-2,-15,-17,-21,13,-13,-29,2,-5,-6,2
CSc1nc2ccccc2c(=O)n1C1CCCCC1,-19,1,4,4,22,4,-15,.,-7,0,-1
N#Cc1ccccc1NC(=O)COc1ccc2c(c1)OCO2,-3,-121,-64,-190,-9,-312,-21,11,-1,6,3
CCOc1ccc(C(=O)c2cnc3ccccc3c2N2CCN(CC)CC2)cc1,-2,-12,-17,-9,8,-5,-8,-10,7,.,-2
CC(C)NC(=O)C1CCCN(S(=O)(=O)c2cccs2)C1 (configuration not stated),.,1,-6,2,4,13,-15,5,8,-6,-1
O=C1CC(N2CCN(c3ccc(O)cc3)CC2)C(=O)N1Cc1cccs1 (configuration not stated),-3,-2,-2,12,7,11,-13,.,2,13,0
COc1ccc(N2CCN(C(c3ccccc3OC)c3nnnn3Cc3ccco3)CC2)cc1 (configuration not stated),.,6,12,26,14,20,0,.,2,2,-1
Cc1ccsc1-c1nc(CSCC(=O)NCCN2CCCC2)c(C)o1,-4,5,-21,21,-14,-11,10,15,0,3,-2
CCn1cc(Br)c(C(=O)Nc2ccc(Cl)cc2Cl)n1,-8,-30,-76,-157,-3,-153,-61,-4,-2,-4,2
CC(=O)OC/C=C(\C)CCC=C(C)C,.,.,-16,4,17,0,-14,-5,-3,.,-2
COC(=O)c1ccc(Cn2nc(C)c([N+](=O)[O-])c2C)o1,-5,.,-12,4,-7,28,11,-1,1,-1,0
CC(c1ccncn1)N(C)C(=O)c1ccc2oc(Cc3ccccc3)nc2c1 (configuration not stated),-4,-9,-36,-84,8,-72,-22,30,-4,-4,3
O=C(CSc1nnc(-c2cccc(F)c2)o1)N1CCOCC1,-3,-39,-30,-88,-14,-75,-29,-9,4,-3,0
N#Cc1ccc(CSc2nnc(-c3ccncc3)o2)cc1,-7,-4,15,6,16,-8,-14,7,-2,1,6
COc1ccc(CC(=O)Nc2ccc(C(=O)Nc3ccccc3C(=O)O)cc2)cc1OC,-6,9,15,10,16,4,5,3,1,-8,-7
O=C(COC(=O)/C=C/c1ccccc1Cl)NCc1ccco1,-19,4,13,-1,9,8,-11,-2,-6,-1,5
COc1cc(NC(=O)c2ccco2)c(C(=O)OCC(=O)Nc2ncc(Cl)cc2Cl)cc1OC,-3,3,-6,-10,-3,8,-3,12,8,-3,1
Cn1c(=O)[nH]c(=O)c2c1nc(N1CCCCCC1)n2CCSc1nc2ccccc2o1,.,.,-8,16,6,4,-9,6,4,.,0
CCOC(=O)c1c(C2COc3ccccc3O2)csc1NC(=O)c1ccccc1 (configuration not stated),-5,3,-1,2,3,19,-21,6,-1,-3,-2
Cc1cc(C)n(CCCNC(=O)c2ccc(C)c(S(=O)(=O)N3CCOCC3)c2)n1,-6,0,-6,11,14,1,20,-1,9,7,2
Nc1cc(=O)[nH]c(SCC(=O)N2CCCC2)n1,-3,8,3,7,-14,6,0,5,-2,12,.
CCOc1ccc(S(=O)(=O)N(C)CC(=O)NCc2ccc3c(c2)OCO3)cc1,-21,4,-9,3,4,5,2,5,-4,-1,2

# (continued)
SMILES,CaV13 FRET inh,TRPM1 prom inh,Shn3 3UTR inh,HIF-2a block,CF NFkB block,Peg3 prom inh,NR2E3 ag-1,Vif imaging,KKLEB tox,PDI inh,NR2E3 ag-2
CC(C)(C)N1CCC1CN (configuration not stated),-5,15,-6,7,9,1,-4,8,6,9,.
N#Cc1ccccc1NC(=O)COC(=O)CCc1ccc(S(=O)(=O)N2CCCCC2)cc1,-5,1,2,10,9,5,-6,-2,12,3,5
CC1CN(C(C)C)C(C)CC1OC(=O)c1ccccc1 (configuration not stated),-5,8,11,15,-6,2,7,?,-4,5,.
CCN(CC)CCCNC(=O)c1[nH]c(C)c(C(=O)NC2CCCCC2)c1C,-4,8,20,13,-12,4,-19,8,3,-3,2
COc1ccccc1CC(=O)Nc1ccc2c(c1)C(=O)NC2=O,-3,6,17,12,9,1,1,4,2,0,1
O=C(OC1CCOC1=O)C1CCN(S(=O)(=O)c2ccc(Cl)c(C(F)(F)F)c2)CC1 (configuration not stated),-5,13,-13,18,-1,33,-3,2,-4,0,1
COc1ccccc1C(=O)NC(=O)COC(=O)CN1C(=O)NC2(CCCCC2C)C1=O (configuration not stated),.,4,5,10,-11,-5,-43,-8,-2,0,0
COCc1cc(C)nc(SCC[N+](C)(C)CC(=O)c2ccccc2)c1C#N,2,2,-22,13,-2,2,-4,-5,3,6,3
CC(=O)c1c(C)[nH]c(C(=O)Nc2ccc(C)c(C)c2)c1C,.,-73,-107,-221,-9,-329,-112,-4,-3,-5,-1
COc1ccc(-n2c(C)cc(/C=C3\C(=O)NN(c4ccccc4)C3=O)c2C)cc1,-7,-56,16,-165,2,-175,-7,13,15,6,4
Cc1c(NS(=O)(=O)c2ccccc2F)c(=O)n(-c2ccccc2)n1C,-3,7,-9,12,-9,6,-8,-1,4,3,12
COc1ccc(CNC(=O)C2CCCN2S(=O)(=O)c2ccc(C)cc2)cc1 (configuration not stated),-3,9,0,7,1,18,-12,3,2,-3,-1
C/C(=N\N=C(/N)SC1CC(=O)N(c2ccc(Cl)cc2)C1=O)c1cccs1 (configuration not stated),-8,-3,-3,-30,-4,-19,-23,-4,12,-9,1
OCCN1CCN(C(=S)Nc2ccc(Oc3ccccc3)cc2)CC1,-4,8,14,9,14,-1,-19,8,-4,-2,6
Cc1ccc(S(=O)(=O)NC(C)(C)CN2CCCCC2)cc1,-5,-4,-22,9,-26,-10,-2,6,2,1,0
COc1ccc(CCNS(=O)(=O)c2ccc(C3CNC(=O)C3)cc2)cc1OC (configuration not stated),-7,-3,-1,6,-1,-3,-2,.,8,-7,1
CC(=O)c1c(C)[nH]c(-c2ccccc2)c1C,-5,-6,-7,-25,-7,13,25,3,-2,-4,0
